LYPLA1 counter: blocks human lysophospholipase 1, a PME1 counter-screen. O75608. recombinant LYPLA1, FP-Rh probe fluorescence polarization. inhibition, % at 5.9 µM. 320,000 compounds, 0.16% hits;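 active = inhibition above the mean of all tested compounds plus 3 SD, set per campaign, cut at about 14% in these data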;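 note: inhibitors block serine hydrolase probe labeling of LYPLA1 so polarization falls; 0% = enzyme with DMSO and 100% = wells lacking LYPLA1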
Target sequence (O75608 whole entry, looked up): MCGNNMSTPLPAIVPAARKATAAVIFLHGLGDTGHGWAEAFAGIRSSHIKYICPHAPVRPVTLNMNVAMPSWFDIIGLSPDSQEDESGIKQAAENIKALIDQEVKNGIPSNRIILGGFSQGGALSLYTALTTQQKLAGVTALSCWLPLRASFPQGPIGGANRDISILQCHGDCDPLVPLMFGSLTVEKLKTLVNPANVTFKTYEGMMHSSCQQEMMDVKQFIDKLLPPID
pPAFAH FP inh: inhibitors of human plasma PAF acetylhydrolase (pPAFAH); Q13093; recombinant pPAFAH, FP-rhodamine probe fluorescence polarization; inhibition, % at 3.39 µM; 330,000 compounds, 1.5% hits; AID 463082;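 active = inhibition above the mean inhibition across the screen plus 3 SD, cut at about 25% in these data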;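 note: inhibitors block binding of the rhodamine activity-based probe so polarization drops; 0% = enzyme with DMSO and 100% = wells lacking pPAFAH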
PME-1 primary: PME-1 (human) inhibition; AID 2130; 320,000 compounds, 0.53% hits; Q9Y570; recombinant PME-1, FP-Rh probe fluorescence polarization; inhibition, % at 5.9 µM;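 active = inhibition above the campaign mean of all compounds plus 3 SD, cut at about 26% in these data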;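 note: competitive labeling of PME-1 active site by serine hydrolase directed probe; 0% = PME-1 with DMSO and 100% = wells lacking PME-1 enzyme; inhibitors block probe labeling so polarization falls and inhibition rises; many of its hits are not listed in these tables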
Fam108B inh: Fam108B inhibition, counter-screen for RBBP9 inhibitors; recombinant Fam108B, FP-Rh probe fluorescence polarization; inhibition, % at 9.51 µM; 300,000 compounds, 0.33% hits; AID 1947;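 active = inhibition above the screen mean inhibition plus 3 SD, computed separately per campaign, cut at about 18% in these data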;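 note: inhibitors lower polarization as less probe binds the enzyme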
PAFAH1B3 inh: PAFAH1B3 (human) inhibition. Q15102. recombinant PAFAH1B3, FP-rhodamine probe, fluorescence polarization. inhibition, % at 3.39 µM. 340,000 compounds, 0.28% hits;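 active = inhibition above the screen-wide average of all tested compounds plus 3 SD, cut at about 25% in these data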;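 note: 0% = enzyme with DMSO only and 100% = wells lacking PAFAH1B3 protein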
Target sequence (Q15102 whole entry, looked up): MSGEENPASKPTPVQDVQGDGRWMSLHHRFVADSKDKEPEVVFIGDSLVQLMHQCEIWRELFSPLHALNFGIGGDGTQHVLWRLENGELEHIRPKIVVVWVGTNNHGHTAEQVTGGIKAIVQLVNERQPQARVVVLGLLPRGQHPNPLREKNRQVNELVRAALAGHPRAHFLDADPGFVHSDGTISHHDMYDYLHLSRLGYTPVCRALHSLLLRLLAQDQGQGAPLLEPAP
PAFAH2 FP inh: PAFAH2 (human) inhibition; Q99487; recombinant PAFAH2, FP-rhodamine activity probe, fluorescence polarization; inhibition, % at 3.39 µM; 340,000 compounds, 0.99% hits;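 active = inhibition above the mean over all tested compounds plus 3 SD, cut at about 30% in these data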;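 note: inhibitors block probe labeling of enzyme so polarization drops; 0% = enzyme with DMSO and 100% = wells lacking PAFAH2 protein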
PAD4 FP inh: PAD4 (human) enzyme inhibition. Q9UM07. recombinant PAD4, RCA probe fluorescence polarization. inhibition, % at 6.36 µM. 330,000 compounds, 0.41% hits. AID 485272;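 active = percent inhibition above a cutoff equal to the mean of all tested compounds plus 3 SD, cut at about 15% in these data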;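 note: 0% = PAD4 with RCA probe and DMSO and 100% = probe without PAD4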
PAFAH1B2 FP inh: inhibitors of human PAFAH1B2; 340,000 compounds, 1.2% hits; recombinant PAFAH1B2, FP-rhodamine activity probe, fluorescence polarization; inhibition, % at 3.39 µM; AID 492953;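 active = inhibition above the mean of all tested compounds plus 3 SD, cut at about 24% in these data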;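 note: 0% = enzyme with DMSO and 100% = wells lacking PAFAH1B2; many of its hits are not listed in these tables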
Target sequence (P68402 whole entry, looked up): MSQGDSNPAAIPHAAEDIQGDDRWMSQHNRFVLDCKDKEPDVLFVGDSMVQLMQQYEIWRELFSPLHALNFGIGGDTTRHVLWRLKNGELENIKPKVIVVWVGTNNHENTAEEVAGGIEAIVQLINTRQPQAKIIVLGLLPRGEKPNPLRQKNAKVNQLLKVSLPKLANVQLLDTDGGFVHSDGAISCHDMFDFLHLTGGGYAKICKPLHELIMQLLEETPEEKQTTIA
GSTO1 inh: GSTO1 inhibition, counter-screen for RBBP9 inhibitors. P78417. recombinant GSTO1, activity-based probe fluorescence polarization. inhibition, % at 5.96 µM. 300,000 compounds, 1.1% hits;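 active = inhibition above the campaign mean inhibition plus 3 SD, cut at about 35% in these data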;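 note: 0% = GSTO1-1 with DMSO and 100% = wells lacking GSTO1-1 enzyme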
Target sequence (P78417 whole entry, looked up): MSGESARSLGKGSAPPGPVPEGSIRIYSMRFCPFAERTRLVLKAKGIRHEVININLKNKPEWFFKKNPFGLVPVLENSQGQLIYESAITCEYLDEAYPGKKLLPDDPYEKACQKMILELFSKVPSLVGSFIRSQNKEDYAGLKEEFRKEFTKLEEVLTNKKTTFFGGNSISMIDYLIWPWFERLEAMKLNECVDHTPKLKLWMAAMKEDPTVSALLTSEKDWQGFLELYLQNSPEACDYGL
* = called active by the depositor; · = no result given. A portion of the library; count on the stated rates, not on these rows.

Compound	LYPLA1 counter	pPAFAH FP inh	PME-1 primary	Fam108B inh	PAFAH1B3 inh	PAFAH2 FP inh	PAD4 FP inh	PAFAH1B2 FP inh	GSTO1 inh
CC(=O)c1cccc(NC(=O)CN(c2ccccc2F)S(C)(=O)=O)c1	0	5	0	0	1	-5	0	2	6
C=CCOc1cccc(NC(=O)c2ccccc2SC)c1	-2	4	3	0	-6	-6	-4	3	5
COc1cccc(/C=C/C(=O)OCCN2C(=O)c3ccccc3C2=O)c1	-1	2	2	1	0	-6	-2	4	0
Cc1oc2c(C)c3oc(=O)c4c(c3cc2c1C)CCCC4	-2	-5	-10	-2	12	1	4	-4	14
COc1cc(COc2ccc3c(C)c(Cc4ccccc4)c(=O)oc3c2C)cc(OC)c1OC	-5	2	-10	-8	-3	-7	3	1	0
CC(C)CC(=O)Nc1cc2nn(-c3ccccc3)nc2cc1Cl	3	6	1	0	10	7	-1	5	2
NC1=NC[C@H](c2ccccc2)N1CCc1cc(C(F)(F)F)cc(C(F)(F)F)c1	-3	6	1	0	11	16	-8	1	-14
COc1ccc2oc(=O)c(C(=O)N3CCN(c4ccc(F)cc4)CC3)cc2c1	0	0	-4	2	6	1	3	1	14
O=C(CN1C(=O)c2cccc3cccc1c23)Nc1ccccc1	-3	-3	-3	-1	-2	-2	-1	2	5
NC(=O)CC1C(=O)N(c2ccc(Cl)cc2)C(=S)N1NC(=O)c1cccc(F)c1 (centres undefined)	-4	-9	-3	-3	2	-4	-6	0	9
Cc1ccc(C(=O)Nc2ccccc2)cc1S(=O)(=O)Nc1ccc(Cl)cn1	-1	-11	-5	-3	-4	4	5	15	-4
CCn1c(=O)c(C(=O)Nc2ccsc2C(=O)OC)c(O)c2ccccc21	-3	13	-6	2	·	·	-1	·	-1
COc1ccccc1NC(=O)NC1(C(=O)N2CCN(C)CC2)CCCCC1	-2	0	-6	0	4	-8	-1	-4	-5
O=C(Oc1ccc(Br)cc1C(=S)N1CCOCC1)c1ccc(F)cc1	0	5	12	2	9	13	-1	2	2
CC(=O)Nc1ccccc1C(=O)C(=O)Nc1cccc(C(=O)NCc2ccc(C)cc2)c1	-6	3	-2	-7	·	·	-3	·	-1
COc1cc(NC(=S)NCCc2ccccc2)c(OC)cc1NC(=O)C(C)C	1	0	4	4	3	-3	-2	0	-2
Cc1cc(OCCN2CCCC2)ccc1[N+](=O)[O-]	-2	-4	2	-3	-2	-2	-2	4	-5
Cc1cccc(OCCCC(=O)Nc2ccc(S(N)(=O)=O)cc2)c1	-2	2	-1	-1	9	6	1	8	2
O=C(CSc1ccc(-c2ccco2)nn1)NCCc1ccccc1	1	6	-3	5	-3	1	3	0	2
OCC1(Cc2cccc(F)c2)CCN(Cc2ccc3cccc(F)c3n2)CC1	2	2	-3	-1	-3	-2	1	-1	-2
Cn1cnc2cc(OC(=O)c3ccccc3)ccc21	-2	-4	-5	-4	3	4	0	5	0
O=C(COc1ccccc1[N+](=O)[O-])OCCCOC(=O)COc1ccccc1[N+](=O)[O-]	1	2	0	-1	1	-3	4	-2	-1
Cc1c(C(=O)N2CCCCC2)c(S(=O)(=O)N2CCc3ccccc32)c(C)n1C	3	0	-1	1	4	-1	0	0	-9
O=C(COC(=O)c1ccccn1)NCCc1ccc(Cl)cc1	·	5	·	·	20	10	2	13	·
Cc1nc2nc(Cc3ccccc3)nn2c(C)c1Cl	-1	-1	-6	-6	5	8	-7	1	0
CS(=O)(=O)NN1C(=O)c2ccccc2NC1c1ccccc1F (centres undefined)	3	3	6	2	10	0	-3	8	-2
COc1ccc2c(c1)C(C)=CC(C)(C)N2C(=O)C(C)N1C(=O)c2ccccc2C1=O (centres undefined)	1	-2	0	0	-1	-1	0	4	6
CCOCCCN1CC(=O)N2[C@@H](Cc3c([nH]c4ccccc34)C2(C)C)C1=O	4	2	7	10	13	-8	-3	-2	7
CN1CCCN(S(=O)(=O)c2cccc(Cl)c2Cl)CC1	-3	0	-2	-1	-3	-1	-4	2	11
CC(C)CC1(C(=O)O)NC(c2ccccc2O)C2C(=O)N(C(C)C)C(=O)C21 (centres undefined)	5	5	-2	0	1	-6	-3	5	8
CCN(CC(=O)Nc1ccccc1OC)C(=O)CCc1ccccc1	-4	2	1	3	9	9	4	2	2
Cc1ccc(-c2nn(CC(=O)NC(C)c3ccccc3)c(=O)c3ccccc23)cc1 (centres undefined)	1	7	0	-8	-8	-9	-5	-4	-7
CN(Cc1ccco1)c1ncnc2ccc(-c3ccc4c(c3)OCO4)cc12	-3	0	-2	·	2	2	-1	7	·
Cc1cccc(C2c3[nH]c4ccccc4c3CCN2C(=O)c2cc(CC(C)C)nc(C)n2)n1 (centres undefined)	0	7	6	0	5	2	-6	3	3
CCN1C(=O)C2C(C1=O)N1C(c3cccs3)C3C(=O)N(CC)C(=O)C3N1C2c1cccs1 (centres undefined)	-2	-4	-8	2	-4	3	-1	5	7
COc1ccc(N2CCc3c(C)nc4c(OC)cc(OC)cc4c32)c(OC)c1	2	7	-1	-1	3	-4	-5	1	6
Cc1cc(-n2cccn2)ccc1CN1CCN(CC(C)C)C(CCO)C1 (centres undefined)	0	0	-3	-1	2	5	1	-2	3
CC(O/N=C(\N)c1ccccc1)C(=O)Nc1cccc(C(F)(F)F)c1 (centres undefined)	·	3	·	·	6	1	4	3	·
COc1ccc(C(C)=O)cc1CN1C(=O)C(C)N(c2ccc(C)cc2)C1=O (centres undefined)	3	6	3	0	11	2	0	5	-3
COc1ccc(NC(=O)c2ccc(Cl)c(NC(=O)c3ccncc3)c2)cc1	-1	-5	0	-4	·	·	-4	·	0
CC(=O)Nc1ccc(S(=O)(=O)Nn2cnnc2)cc1	2	0	1	5	1	6	-1	2	2
CC(=O)c1c(C)[nH]c(C(=O)OCc2ccc(Br)cc2)c1C	-4	-2	-24	0	4	2	2	21	3
CC1CN(c2ccc(C(F)(F)F)cc2[N+](=O)[O-])CCN1S(C)(=O)=O (centres undefined)	-7	-2	1	-5	6	2	-4	-1	1
COc1ccc(-c2csc(NC(=O)CN3C(=O)C4CC=CCC4C3=O)n2)cc1 (centres undefined)	-4	4	-2	·	5	-3	2	-4	·
Cc1ccc(NC(=O)CSc2nnc(NC(=O)C3CC3)s2)cc1C	3	-2	2	3	3	15	-3	-2	3
CC(C)(C)CN1CCNC(=O)C1CC(=O)NCCc1ccccc1F (centres undefined)	2	3	-6	-6	3	6	-12	6	3
O=C1CN(C(=O)CCN2CCOCC2)C(c2ccccc2)c2cc(Br)ccc2N1 (centres undefined)	4	4	-2	0	3	3	-1	4	0
COC(=O)c1ccc(-n2cnc3ccccc32)nc1	-2	3	10	2	5	0	1	1	-6
C=CCNC(=O)c1c(N)n(-c2ccc3c(c2)OCO3)c2nc3ccccc3nc12	-2	14	-5	-3	3	0	-6	6	12
CCOC(=O)c1c(NC(=O)c2cc(-c3cccc(O)c3)on2)sc(C(C)=O)c1C	-3	5	2	-4	-2	-6	-1	-3	-3

(next part)
Compound	LYPLA1 counter	pPAFAH FP inh	PME-1 primary	Fam108B inh	PAFAH1B3 inh	PAFAH2 FP inh	PAD4 FP inh	PAFAH1B2 FP inh	GSTO1 inh
O=C(Nc1ccc2c(c1)OCCO2)C1CCCN(S(=O)(=O)c2cccnc2)C1 (centres undefined)	0	4	-1	6	9	-3	4	-3	12
CCCC1(CCC)NC(=O)N(CC(=O)N2CCc3ccccc32)C1=O	·	4	·	·	2	0	3	-6	·
Cc1cc2c(cc(C(=O)NCc3cccnc3)n2Cc2ccc(Cl)cc2)o1	-2	14	0	-3	4	5	-1	0	4
O=C(CSc1nc2scc(-c3ccccc3)c2c(=O)[nH]1)NCCc1ccccc1	-1	3	2	-3	13	2	4	9	3
CCn1c(COc2cccc(OC)c2)nnc1SCC(=O)Nc1cccc(OC)c1	-1	-2	3	-2	5	-7	-8	2	-7
C=CCNC(=S)NNC(=O)c1cccn(Cc2ccc(Cl)cc2Cl)c1=O	-1	3	0	-2	2	-4	4	9	-5
C/C(=N\NC(=S)NC(C)C)c1ccccc1	0	-2	-4	-6	6	-5	-2	4	2
CCOC(=O)N1CCC(N2CCN(S(=O)(=O)c3ccc(C)cc3)CC2)CC1	0	-1	0	0	2	-6	-4	3	-7
COc1ccc(NC(=O)/C(C#N)=C\c2ccc(OCc3ccc(C(=O)O)cc3)c(OC)c2)cc1	0	4	-6	-6	3	-1	-4	1	-41
Cc1ccccc1C(=O)N1CCN(c2ccc(NC(=O)c3cccc(OC(C)C)c3)cc2)CC1	5	3	-2	-3	13	-2	0	-6	4
O=C1NC(=O)C(=C2CCCCCC2)S1	-5	3	-6	-3	-6	5	-4	16	-4
COc1ccc(-c2cc(C(=O)NCC(c3ccccc3)N(C)C)c3ccccc3n2)cc1OC (centres undefined)	-2	5	1	0	1	8	-2	4	-1
Cc1ccc(S(=O)(=O)c2c(C)cc(C)[nH]c2=O)cc1	4	4	-5	-3	6	-4	-4	2	3
CCOc1ccc(/C=N/NC(=O)c2csc(C)c2C)c(OCC)c1	1	2	3	-1	-1	4	1	-4	0
CCOC(=O)N1CCN(C2=NC3(CCCCC3)C(C#N)C(=O)N2)CC1 (centres undefined)	3	2	-1	3	7	-6	3	0	0
CS(=O)(=O)N1Cc2ccccc2CC1C(=O)O (centres undefined)	4	-5	1	-2	8	12	-5	3	3
O=C(O)c1ccc(CN2C(=O)c3ccc(Oc4ccc([N+](=O)[O-])cc4)cc3C2=O)cc1	-5	3	-5	-4	4	7	-11	3	7
O=C(N/N=C/c1ccccc1)NC1CCCCC1	-4	6	10	2	2	4	-2	6	-9
O=C(Nc1ccc2c(c1)CCCN2C(=O)c1cccs1)c1cccc(F)c1	-2	-11	8	2	7	-4	-9	3	-7
CCN(CC(=O)Nc1c(F)cccc1F)C(=O)C1COc2ccccc2O1 (centres undefined)	2	-5	5	·	3	-9	4	1	·
O=C(OCC(=O)N1CCCC1)c1c[nH]c2ccccc12	-3	5	3	·	5	-2	0	0	·
Cn1ncc(Cl)c1C(=O)N/N=C/c1cc2c(cc1[N+](=O)[O-])OCO2	-2	3	5	3	-5	6	-3	-2	4
O=c1cc(CO)oc(C(Nc2ccccn2)c2cccc(F)c2)c1O (centres undefined)	1	4	1	1	0	4	1	-1	5
CCCCn1c(N)c(N(CC(C)C)C(=O)c2ccc(S(=O)(=O)N3CCCCC3)cc2)c(=O)[nH]c1=O	1	-1	1	1	12	6	-1	7	-4
CN(Cc1ccccc1)S(=O)(=O)c1cccs1	4	9	6	-3	2	1	2	0	-1
N#Cc1c(N2CCCC2)ccc(Br)c1Cl	-1	1	-1	1	10	2	5	-3	-3
CCC(/C=N/NC(=O)C(=O)N/N=C/C(CC)CC)CC	-2	-2	-1	-1	-7	-4	-5	5	3
Cc1c(C(=O)N2CCCCCC2)c(S(=O)(=O)Nc2ccccc2F)c(C)n1C	-3	4	2	0	6	3	2	-6	8
Nc1ccc(-n2cc(-c3ccccc3)[nH]c2=S)cc1	-2	2	7	-4	-1	-1	4	3	5
CCOC(=O)C1C(C(=O)OC)=C(c2ccc(F)cc2)c2ccccc2N1S(=O)(=O)C(F)(F)F (centres undefined)	·	6	·	·	9	-1	2	4	·

Source: PubChem BioAssay
